NOD1 inhibition: NOD1 signaling inhibitors, primary screen, cell-based, luminescence, uHTS (AID 1578); NOD1-driven NF-kB luciferase reporter cells, luminescence; higher % means a stronger effect; inhibition, % at 4 µM; hits with a dose series show EC50 in µM; 290,000 compounds, 1% hits; in the data active means inhibition mostly above about 36%, no sharp cut-off; inactive means mostly below about 34%;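 further: HEK-293T reporter cells stimulated with the NOD1 agonist gamma-tri-DAP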
Dengue-2 NS5 capping: Dengue-2 NS5 methyltransferase inhibitors, primary screen, biochemical, confirmation dose response (AID 588689). Dengue-2 NS5 methyltransferase capping enzyme assay, biochemical; higher % means a stronger effect. one-dose inhibition, % at 25 µM; IC50 in µM for titrated hits. 340,000 compounds, 0.3% hits; in the data active means a potency from the dose series; inconclusive means inhibition above about 29% without an active follow-up result
AID2073: inhibitors of Mint1-CaV2.2 protein interaction, biochemical, HTRF (AID 2073); Voltage-dependent N-type calcium channel subunit alpha-1B (Homo sapiens); HTRF protein-protein interaction, Mint1-CaV2.2; higher % means a stronger effect; one-dose inhibition, % at 20 µM; IC50 in µM for titrated hits; 290,000 compounds, 0.19% hits; in the data active means inhibition mostly above about 51%, no sharp cut-off; inconclusive means no clear call, values can overlap the other calls; inactive means mostly below about 53%; further: some results filed as inactive read as strong as hits
Yfh1-off respiration: enhancers of respiration in Yfh1-depleted yeast, dose response, Friedreich's ataxia, plus single-dose screen (AID 1465). S. cerevisiae Yfh1-off respiration, WST-1 reduction, 72 h; higher fold induction means a stronger effect. fold induction at 50 µM, or EC50 in µM where a hit was titrated. 220,000 compounds, 0.074% hits;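 active means fold induction of absorbance versus untreated yeast above a set limit, then at least 30% activation at any dose in follow-up; inconclusive means repeats straddling the limit, or above it without dose testing; inactive means fold induction below the set limit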;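 further: activators that raise dye reduction in frataxin-depleted yeast; strong numbers were not always called active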
West Nile virus CPE: West Nile virus antiviral activity, cell-based, CPE readout (AID 1621). West Nile virus-infected cells, CPE inhibition; higher % means a stronger effect. CPE inhibition, % at 10 µM; hits with a dose series show IC50 in µM. 290,000 compounds, 0.02% hits; in the data active means a potency from the dose series; inconclusive means CPE inhibition mostly from about 3.7% at the one dose, without a potency; inactive means the rest, 99 in 100 with CPE inhibition below about 2.2%; further: strong numbers were not always called active
HIV peptide binding: inhibitors of HIV fusion peptide binding, primary screen, biochemical, uHTS, fluorescence dequenching (AID 1986); cell-free peptide binding, fluorescence dequenching, 30 min; higher % means a stronger effect; inhibition, % at 20 µM; hits with a dose series show IC50 in µM; 290,000 compounds, 0.3% hits; in the data active means inhibition mostly above about 52%, no sharp cut-off; inactive means mostly below about 76%; further: some results filed as inactive read as strong as hits
KOR beta-arrestin-1: KOR antagonists, beta-arrestin recruitment, cell-based, luminescence, uHTS (AID 1778) | Kappa-type opioid receptor (Homo sapiens) | KOR beta-arrestin recruitment, luminescence, antagonist mode; higher % means a stronger effect | inhibition, % at 10 µM, or IC50 in µM where a hit was titrated | 290,000 compounds, 0.091% hits; further: strong numbers were not always called active
KOR beta-arrestin-2: KOR agonists, beta-arrestin recruitment, primary screen, cell-based, luminescence, uHTS (AID 1777) | Kappa-type opioid receptor (Homo sapiens) | KOR beta-arrestin recruitment, luminescence; higher % means a stronger effect | activation, % at 10 µM, or EC50 in µM where a hit was titrated | 280,000 compounds, 0.02% hits; in the data active means activation above about 50%, passing the limit was not always enough; further: a part of the inactive calls stands beside numbers as strong as those of hits
HEK293 NOD2/NF-kB: NOD2 signaling inhibitors, cell-based, luminescence, uHTS, HEK293 (AID 1566) | 290,000 compounds, 0.63% hits | inhibition, % at 4 µM, or EC50 in µM where a hit was titrated | HEK293 NOD2/NF-kB luciferase reporter, luminescence; higher % means a stronger effect; further: many of its hits are not listed in these tables
Dengue-2 NS5 capping pilot replicate: also measured in Dengue-2 NS5 capping; calls as there; inhibition, %; measured here: pilot screen replicate inhibition
Starred values were filed as active, the others as inactive; i = inactive; ? = inconclusive; · = no result given; [ ] = dose if it differs, or a comment. Unless noted, no stated cut-off is given here; in the data, active means inhibition above about 50%; inactive means the rest. Some of the compounds tested; rates above refer to the full screens.

SMILES	NOD1 inhibition	Dengue-2 NS5 capping	AID2073	Yfh1-off respiration	West Nile virus CPE	HIV peptide binding	KOR beta-arrestin-1	KOR beta-arrestin-2	HEK293 NOD2/NF-kB	others
COc1cc(C(=O)Nc2cc(C)ccn2)cc(OC)c1OC	-13%	1%	11%	i	0.0%	-0.5%	27%	-4.3%	16%
O=C(O)CC(C(=O)O)N1C(=O)/C(=C/C=C/c2ccco2)SC1=S (configuration not stated)	-9%	40%	27%	i	0.3%	66%	-36%	5.8%	-7%
CCOCC(=O)Nc1cc(C(=O)NCCc2ccccc2)ccc1Cl	48%	·	4%	i	-0.1%	2.1%	-24%[20 µM]	2.2%	-138%
Cc1ccc(-n2c(C)nn(-c3ncc(C(F)(F)F)cc3Cl)c2=O)cc1	-5%	0%	-6%	i	-0.7%	0.1%	19%	-3.9%	6%
Cc1cccc(C)c1NC(=O)N1CC=CCC1	-7%	-3%	10%	·	-0.3%	-0.1%	-11%	2.8%	-24%
N#C/C(=C\c1ccc(OC(=O)c2cccs2)cc1)c1nc2ccccc2[nH]1	42%	8%	27%	i	-0.4%	39%	16%	2.3%	-66%
Cc1ccc(OCc2cc(C(=O)NC(C)Cc3cccnc3)no2)cc1C (configuration not stated)	-33%	-8%	5%	·	-0.5%	-1.9%	-1%	-4.8%	-4%
O=C(CC(c1ccccc1)c1ccccc1)Nc1ccc(C(=O)O)cc1	-6%	-7%	0%	·	1.5%	2.6%	3%	-4.2%	6%
O=C(NCCc1ccccn1)c1ccc(OC2CCN(Cc3ccccn3)CC2)cc1	3%	-1%	6%	·	-0.5%	0.8%	-4%	2.7%	6%
Cc1ccnc(NC(=O)c2c(O)c3ccccc3n(C)c2=O)c1	-96%	·	1%	·	·	2.0%	22%	-2.4%	-97%
Cc1ccc(-c2nc3cc(Br)cnc3nc2-c2ccc(C)cc2)cc1	-60%	5%	12%	i	?	-1.9%	4%	8.5%	-49%
CC(=O)OCn1ncc(N2CCOCC2)c(Br)c1=O	-5%	-11%	7%	·	-0.5%	1.5%	19%	-3.2%	0%
CCNC(=S)NNC(=O)c1cc(Br)cs1	-26%	-1%	-10%	i	0.1%	1.5%	28%	-2.4%	-11%
CCOc1ccc(/C(O)=C2/C(=O)C(=O)N(CCOCCO)C2c2ccccn2)cc1 (configuration not stated)	-25%	-2%	9%	i	0.2%	1.2%	-12%	5.3%	5%	Dengue-2 NS5 capping pilot replicate=4.3
O=C(OCCN1C(=O)c2cccc3c(N4CCOCC4)ccc(c23)C1=O)c1ccc(Cl)cc1	-33%	?	?	i	0.5%	149%	-142%	1.8%	12%
CN(C)C=NC(=O)c1cn(-c2ccc(F)cc2)c(=O)c2ccccc12	26%	-4%	4%	i	-0.5%	-0.7%	-6%	-0.2%	30%
CCOC(=O)C1CCN(C(=O)Nc2cc(Cl)cc(Cl)c2)CC1	-13%	-7%	0%	i	1.1%	0.6%	7%	0.7%	-1%
CCOC(=O)c1ccc(NC(=S)N(CCCN2CCCCCC2)Cc2ccco2)cc1	-7%	-1%	-8%	i	-1.2%	2.5%	-1%	11%	-15%
CCCCNS(=O)(=O)c1ccc2nc(-c3cccnc3)cc(C(=O)NCCOC)c2c1	-4%	-9%	7%	·	0.3%	1.7%	19%	2.7%	2%
COc1ccccc1NC(=O)c1csc2c1CCCC2	-2%	-10%	1%	i	0.3%	-0.6%	-20%	10%	-13%	Dengue-2 NS5 capping pilot replicate=0.2
Cn1c(=O)[nH]c(=O)c2c1nc(Br)n2CCC(=O)c1ccccc1	18%	-3%	-2%	i	1.1%	-3.2%	-2%	5.6%	4%
COc1ccc(OCCC(=O)NCCN2CCOCC2)cc1	-14%	-1%	-9%	i	0.4%	0.5%	-6%	-0.1%	17%
CCN(CC)c1ccc(NC(=O)c2ccc(=O)[nH]c2)cc1S(=O)(=O)Nc1ccccc1OC	-4%	-2%	25%	i	-0.9%	0.4%	-79%	-5.0%	10%
CS(=O)(=O)c1ccc(-n2c(=O)n(Cc3ccccc3)c(=O)c3[nH]cnc32)cc1	-12%	-3%	0%	·	0.5%	-0.4%	19%	-2.3%	10%
COc1ccccc1NS(=O)(=O)c1cccc(C(=O)NN=C2CCCC2)c1	-17%	-4%	-8%	i	-0.1%	-2.8%	-35%	6.5%	4%
Next records:
SMILES	NOD1 inhibition	Dengue-2 NS5 capping	AID2073	Yfh1-off respiration	West Nile virus CPE	HIV peptide binding	KOR beta-arrestin-1	KOR beta-arrestin-2	HEK293 NOD2/NF-kB	others
O=C(COC(=O)c1cn(-c2ccccc2)nc1-c1ccccc1)c1ccc([N+](=O)[O-])cc1	-14%	·	0%	·	·	0.0%	20%	1.4%	16%
COC(=O)Cc1ccc(NC(=S)Nc2ccccn2)cc1	-40%	-3%	-30%	i	-1.0%	1.3%	-25%	1.2%	-31%
CC(Nc1nc(N2CCCC2)nc2ccccc12)c1ccccc1 (configuration not stated)	-16%	-4%	-12%	i	-0.8%	-2.0%	26%	-3.7%	3%
O=C(CSc1nnc(-c2ccc(F)cc2)o1)Nc1ccc(S(=O)(=O)N2CCCCCC2)cc1	13%	-2%	8%	i	-0.1%	10%	8%	2.9%	-4%
CC(=O)Nc1c(O)nc(SCc2ccccc2C#N)[nH]c1=O	-6%	-2%	-4%	i	-0.2%	-0.7%	4%	1.1%	13%
Cc1ccc(S(=O)(=O)N(C)Cc2nc(-c3ccc(Br)cc3)no2)cc1	28%	-2%	0%	i	-0.5%	3.0%	-22%	-2.1%	22%
COc1ccc(CC(=S)N2CCOCC2)cc1OC	2%	-5%	-7%	i	0.5%	-1.6%	-5%	2.2%	4%
CCc1cc(C(=O)N/N=C/c2ccc(O)cc2)c2ccccc2n1	-20%	-7%	-6%	·	0.0%	1.4%	2%	-3.2%	-4%
CCc1cccc(C)c1NC(=O)CN1C(=O)NC(Cc2ccccc2)C1=O (configuration not stated)	-34%	-7%	2%	i	-0.3%	2.1%	-31%	7.5%	-8%
COc1cc(C(=O)N2CCCN(c3nc4cc(C)ccc4cc3C#N)CC2)cc(OC)c1OC	-11%	·	46%	i	0.8%	2.4%	-19%	1.4%	6%
COCCN(C(=O)COC(=O)/C(=C/c1ccccc1)NC(C)=O)c1c(N)n(Cc2ccccc2)c(=O)[nH]c1=O	-22%	-5%	-1%	·	-0.2%	1.6%	18%	-3.7%	-7%
COc1ccc(NC(=O)[C@@H](NC(=O)c2ccccc2)C(C)C)cc1S(=O)(=O)N1CCCCC1	-1%	3%	10%	i	-0.5%	-1.7%	-29%	-1.3%	1%
N#Cc1ccccc1NC(=O)COC(=O)c1ccc2c(c1)OCCO2	-44%	-3%	7%	i	0.1%	2.6%	-32%	3.7%	-2%
Nc1ncnc(Nc2cccc(Cl)c2Cl)n1	-20%	-4%	5%	i	-0.2%	-1.7%	-8%[20 µM]	-1.0%	-8%
CNC(=O)NC(=O)COC(=O)CCc1nc(=O)c2ccccc2n1C	-27%	-4%	8%	i	0.3%	-0.1%	-16%	3.7%	21%
O=C(N/N=C/c1ccc([N+](=O)[O-])cc1)c1cc2ccccc2o1	2%	-8%	46%	i	0.4%	-2.6%	11%	-3.3%	30%
CCc1nc(NCCCN2CCOCC2)c2oc3ccccc3c2n1	-19%	-8%	-1%	i	0.1%	-2.0%	-5%	7.9%	-8%
O=C1CC(c2cccs2)c2cc3c(cc2N1)OCCO3 (configuration not stated)	6%	0%	6%	i	0.2%	0.1%	3%	-2.7%	10%
C/C(=N\NC(=O)CN1CCN(Cc2ccccc2)CC1)c1ccncc1	-6%	1%	9%	i	-0.1%	-0.5%	-1%	0.7%	17%
Cc1nn(-c2ccccc2)c(Cl)c1C(=O)NCCCCNC(=O)c1c(C)nn(-c2ccccc2)c1Cl	1%	-2%	1%	i	0.6%	0.2%	6%	-5.4%	19%
Cc1ccc2[nH]c(O)c(N=Nc3ccccc3C)c2c1	-48%	-6%	-1%	·	-0.7%	26%	-27%	-1.2%	3%
Cc1ccc(Cl)cc1NC(=O)c1cccc(OC(F)F)c1	-6%	-4%	0%	i	-0.9%	-1.9%	-8%	-2.1%	2%
CCOc1cc(NC(=S)NCCCN2CCOCC2)c(OCC)cc1NC(=O)c1ccc(C)cc1	28%	-15%	-21%	i	-0.6%	-1.3%	-14%[20 µM]	·	35%
CSc1cc(C)n(-c2ccccc2C)c(=S)c1C(C)=O	15%	-4%	-4%	i	1.0%	0.4%	-30%	0.3%	-3%
Cc1c(NC(=O)N(C)C)c(=O)n(-c2ccccc2)n1C	-21%	4%	21%	i	-0.1%	-1.0%	-1%	-3.7%	2%
(listing goes on)
SMILES	NOD1 inhibition	Dengue-2 NS5 capping	AID2073	Yfh1-off respiration	West Nile virus CPE	HIV peptide binding	KOR beta-arrestin-1	KOR beta-arrestin-2	HEK293 NOD2/NF-kB	others
Cc1cc(C)cc(N(CC(=O)O)S(=O)(=O)c2c(C)[nH]c(=O)[nH]c2=O)c1	-8%	-1%	-2%	i	0.5%	0.1%	-20%	-3.1%	3%
CCOC(=O)c1c(-c2ccccc2)csc1NC(=O)C(C)NCc1ccco1 (configuration not stated)	2%	-15%	0%	i	0.0%	3.8%	-28%	-1.9%	14%
CCOC(=O)C1=C(C)NC(=O)NC1c1ccc(-c2ccc(Cl)cc2)o1 (configuration not stated)	1%	10%	15%	i	0.6%	3.0%	6%[20 µM]	-4.8%	23%
COc1cccc(NC(=O)CSC2=NN3CCCC(=O)N=C3S2)c1	-29%	-2%	0%	·	-0.7%	-1.0%	45%	-4.3%	25%
COc1ccc(CCN(C)C(=O)CSc2nccn2C)cc1OC	20%	-1%	3%	i	-0.1%	2.2%	-18%	-2.7%	12%
CC(=O)Nc1sc2c(c1C(N)=O)CCC2	-8%	2%	8%	i	-0.2%	0.3%	7%	-2.6%	15%
COc1cccc(CNC(=O)C2CCCN(c3nn4c(=O)cc(C)nc4s3)C2)c1OC (configuration not stated)	5%	-1%	1%	i	-0.6%	0.3%	21%	-9.3%	-3%
Cc1nnc2ccc(N3CCCC3)nn12	-22%	2%	13%	i	0.4%	-0.3%	33%	-0.1%	-9%
Nc1[nH]c(=O)[nH]c(=O)c1N=Nc1cccc(Cl)c1	42%	0%	-5%	i	0.7%	-2.1%	-1%	1.4%	-44%

From PubChem BioAssay
